CHO-K1 Ca antag: M1 antagonist counterscreen hit in parental CHO-K1 cells; ATP-induced calcium, Fluo-8 fluorescence; inhibition, % at 3 µM; 360,000 tested, 0.6% active; AID 602250;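 active = inhibition above a per-plate cutoff, the plate's mean sample inhibition plus 3 SD, cut at about 24% in these data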;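 also: 0% = DMSO plus EC80 ATP and 100% = DMSO alone without ATP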
M1 antag: blocks human M1 muscarinic receptor; AID 588852; 360,000 tested, 1.3% active; inhibition, % at 3 µM; P11229; CHO-K1 hM1, Fluo-8 calcium fluorescence, ACh EC80 antagonist;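 active = percent inhibition above its own plate's cutoff, namely the mean of that plate's compound wells plus 3 SD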;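 also: peak over basal fluorescence ratio during 140 s after agonist addition; 0% = ACh EC80 plus DMSO and 100% = DMSO alone without agonist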
Target sequence (P11229 whole entry, looked up): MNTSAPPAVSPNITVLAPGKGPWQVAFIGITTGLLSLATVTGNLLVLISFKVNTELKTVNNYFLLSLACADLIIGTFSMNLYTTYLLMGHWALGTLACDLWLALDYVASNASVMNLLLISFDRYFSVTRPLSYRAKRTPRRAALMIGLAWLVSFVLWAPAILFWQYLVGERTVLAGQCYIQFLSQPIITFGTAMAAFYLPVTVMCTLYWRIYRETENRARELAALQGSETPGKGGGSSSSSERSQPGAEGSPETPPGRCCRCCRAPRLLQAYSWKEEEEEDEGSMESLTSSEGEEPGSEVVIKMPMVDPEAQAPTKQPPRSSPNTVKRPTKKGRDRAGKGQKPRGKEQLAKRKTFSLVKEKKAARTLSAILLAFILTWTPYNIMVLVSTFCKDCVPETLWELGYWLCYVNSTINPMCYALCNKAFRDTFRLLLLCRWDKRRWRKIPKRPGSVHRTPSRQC
CHO-K1 Ca PAM: M1 PAM counterscreen hit in parental CHO-K1 cells; ATP EC20, Fluo-8 calcium fluorescence; 0% at ATP EC20, 100% at ATP max; 360,000 tested, 0.02% active; activation, % at 3 µM; AID 602247;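 active = activation above the run cutoff, the mean activation of all test compounds plus 3 SD, cut at about 40% in these data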;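 also: peak over basal fluorescence ratio in a 140 s read after ATP addition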
CHRM1 agonist: activates human CHRM1 receptor; P11229; activation, % at 3 µM; AID 588814; 360,000 tested, 0.33% active; CHO-K1 hM1, Fluo-8 calcium fluorescence, agonist mode; 0% DMSO, 100% acetylcholine EC100;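 active = activation above the run's mean compound activation plus 3 SD, cut at about 16% in these data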;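 also: peak over basal fluorescence ratio within a 140 s kinetic read after compound addition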
OXTR potentiate: potentiates the human oxytocin receptor response; P30559; CHO-OTR cells, Fluo-8 calcium fluorescence, potentiator mode; 0% = oxytocin EC15, 100% = EC100; activation, % at 3 µM; 320,000 tested, 0.061% active; AID 2445;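 active = activation above that plate's cutoff, the mean activation of tested compounds plus 3 SD, cut at about 6.6% in these data, passing the limit was not always enough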;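 also: 100% uses oxytocin at 75 nM as the full agonist control; some results filed as inactive read as strong as hits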
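Assay system: CHO cell line stably expressing human OTR. Reagent: EC15 oxytocin agonist. Dosing: single dose, 3.0 µM nominal final compound concentration. Timing: compound 6 min at room temperature before oxytocin, 100 s read. Signal: kinetic Fluo-8 calcium fluorescence. Controls: oxytocin EC15 low and EC100 high.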
M1 ag parental: M1 agonist counterscreen hit in parental CHO-K1 cells; Fluo-8 calcium fluorescence; scaled to maximal ATP response, vehicle zero; AID 602248; activation, % at 3 µM; 360,000 tested, 0.48% active; in the data active = activation above about 15%;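 also: untransfected CHO-K1 host cells lacking M1 receptor as counterscreen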
CHO parental Ca: counter-screen for OX1R antagonists: effect in parental CHO cells; parental CHO-K1, ATP-induced calcium, Fluo-8 fluorescence; inhibition, % at 5.6 µM; 330,000 tested, 0.63% active; AID 463079;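 active = inhibition above that plate's mean sample inhibition plus 3 SD, cut at about 26% in these data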;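 also: 0% = ATP-challenged DMSO wells and 100% = DMSO wells without ATP; some compounds past the cut are filed as inactive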
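Test system: untransfected parental CHO cell line; also added: ATP stimulus; dosing: 5.6 µM, single dose; signal: calcium-sensitive Fluo-8 fluorescence; measure: percent inhibition of ATP-evoked calcium rise, normalized to controls; benchmarks: low control ATP plus DMSO, high control DMSO only; replication: one well per compound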
TAAR1 antag: human TAAR1 antagonism; Q96RJ0; CHO RD-HGA16 TAAR1, Fluo-8 calcium fluorescence, antagonist; inhibition, % at 3 µM; 360,000 tested, 1.5% active; AID 624466;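 active = inhibition above a per-plate cutoff, the mean inhibition of test compounds on that plate plus 3 SD, cut at about 49% in these data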;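 also: 0% = DMSO plus EC80 beta-PEA response and 100% = DMSO alone without agonist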
Target sequence (Q96RJ0 whole entry, looked up): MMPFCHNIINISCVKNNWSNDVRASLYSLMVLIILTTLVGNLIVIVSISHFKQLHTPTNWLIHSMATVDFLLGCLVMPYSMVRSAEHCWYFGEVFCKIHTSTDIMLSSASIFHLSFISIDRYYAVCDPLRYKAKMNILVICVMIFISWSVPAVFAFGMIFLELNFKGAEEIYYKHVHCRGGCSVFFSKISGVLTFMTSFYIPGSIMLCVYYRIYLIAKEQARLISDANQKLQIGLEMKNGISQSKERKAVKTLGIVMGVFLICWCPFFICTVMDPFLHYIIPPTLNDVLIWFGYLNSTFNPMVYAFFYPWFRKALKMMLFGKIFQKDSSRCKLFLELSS
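Test system: RD-HGA16 CHO cells with stable hTAAR1 and Gα16 / Probe or stimulus: EC80 β-phenethylamine stimulus / Times: seeding 17-24 h prior, 75-min 37 °C, 30-min RT dye loading / Detection: Fluo-8 calcium-sensitive fluorescence / Read-out basis: % inhibition scaled between DMSO and EC80 PEA controls / Repeats: singlicate, one well per test compound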
TAAR1 ag: agonists of human TAAR1; 360,000 tested, 0.99% active; Q96RJ0; AID 624467; CHO RD-HGA16 TAAR1, Fluo-8 calcium fluorescence; vehicle wells 0%, saturating PEA agonist 100%; activation, % at 3 µM;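 active = activation above the mean activation of all test compounds in the run plus 3 SD, cut at about 38% in these data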
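Test system: RD-HGA16 (CHO) cells co-expressing Gα16 and hTAAR1 | Doses: Single dose, 3 µM | Schedule: 17-24 h seeding, 75 min 37 °C dye, 30 min RT | Evaluation: % activation from peak over basal fluorescence ratio, DMSO-to-PEA scaled | Technique: Kinetic Fluo-8 calcium fluorescence | Benchmarks: Low control DMSO, high control PEA (EC100)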
The depositor's hits bear a star; / = no result given.

compound,TAAR1 antag,OXTR potentiate,CHO-K1 Ca PAM,TAAR1 ag,CHO parental Ca,CHRM1 agonist,CHO-K1 Ca antag,M1 antag,M1 ag parental
CCn1nccc1C(=O)Nc1ccc(Cl)cn1,14,-13,-1,1,-8,-5,1,-11,0.0
COc1cccc(Nc2nc(C(N)Cc3ccccc3)cs2)n1 (stereo not drawn),29,/,17,52*,/,11,-4,-9,7.8
O=C(Cc1ccccc1)Nc1cccc(S(=O)(=O)N2CCCCCC2)c1,7,-9,-13,4,-5,3,4,0,1.6
CC1(C)CC(=O)C(N=Nc2ccc(S(=O)(=O)N3CCCCCC3)cc2)=C(O)C1,-16,-6,9,1,-23,-6,-2,3,1.7
CCOc1ccc(-c2cc(C(=O)NC3CCCCC3)[nH]n2)c(C)c1,-14,/,3,-3,/,-6,0,-16,0.1
NS(=O)(=O)c1ccc(CCNCc2ccccc2OCc2ccc(F)cc2)cc1,-10,-20,4,4,-20,-7,-5,5,12
Cc1ccccc1S(=O)Cc1ccc(C(=O)NC2CCN(Cc3ccccc3)CC2)o1 (stereo not drawn),4,4,9,0,-25,-1,3,29,6.9
COc1c2ccoc2c(OC[C@@H](OC(C)=O)C(C)(C)O)c2oc(=O)ccc12,18,-4,-3,4,-4,-1,-18,-12,-0.1

compound,TAAR1 antag,OXTR potentiate,CHO-K1 Ca PAM,TAAR1 ag,CHO parental Ca,CHRM1 agonist,CHO-K1 Ca antag,M1 antag,M1 ag parental
COc1ccccc1C(=O)NCC1CCN(c2ccc(S(=O)(=O)N3CCOCC3)cc2)CC1,-4,-6,-2,6,-10,-10,-22,2,8.9
CNC(=O)NC(=O)CSc1nc2ccccc2n1CCOC,17,-6,-2,3,-2,-2,-14,-26,0.0
CCCC(=O)Nc1cc(C)c(NC(=O)Cc2ccccc2)cn1,5,-11,/,3,-1,/,/,/,/
COc1ccc2nc(N=NC3=C(O)CC(C)(C)CC3=O)sc2c1,8,3,21,4,-13,-9,-16,-6,0.8
CC(C)CNC(=O)c1c2c(nc3ccccc13)-c1ccccc1CC2,47,-6,7,17,-15,0,-2,20,3.8
O=S(=O)(c1cccc(-c2nnc(-c3ccc(Br)cc3)o2)c1)N1CCCCCC1,-3,-4,21,8,-14,-7,-1,-7,0.4
CCOC(=O)C1(C)CCCN(C(=O)c2snnc2C)C1 (stereo not drawn),-13,/,10,1,/,-2,0,-15,0.6
CS(=O)(=O)Nc1ccc(C2=NN(S(C)(=O)=O)C(c3ccccc3)C2)cc1 (stereo not drawn),6,-4,22,3,4,-7,-11,-1,1.0

compound,TAAR1 antag,OXTR potentiate,CHO-K1 Ca PAM,TAAR1 ag,CHO parental Ca,CHRM1 agonist,CHO-K1 Ca antag,M1 antag,M1 ag parental
CCCOC(=O)C1=C(C)N(C)C(=O)NC1c1cc2c(cc1[N+](=O)[O-])OCO2 (stereo not drawn),2,2,26,2,-11,-11,-7,-14,0.6
CCOC(=O)N1CCN(C(=O)CNC(=O)c2nn(-c3ccc(OC)c(OC)c3)c(=O)c3ccccc23)CC1,34,-13,18,10,-18,-4,-14,3,2.9
CC(=O)NCC1(O)CCCC(C)C1 (stereo not drawn),-6,-24,8,2,-18,4,-6,-18,1.3
Cc1ncc2c(c1OC(=O)c1ccc([N+](=O)[O-])cc1)COC(C)(C)OC2,11,-3,-6,16,-10,-1,12,-11,0.1
COC(=O)c1ccc(Cl)c(NC(=O)c2cccc([N+](=O)[O-])c2C)c1,7,-3,8,0,-19,-3,-2,-12,-0.1
COc1ccccc1-c1csc(C(NC(C)=O)c2ccccc2)n1 (stereo not drawn),-5,/,6,1,/,-3,-4,-10,0.9
CC(=O)Nc1ccc(SCCC2CCCCN2C)cc1 (stereo not drawn),-21,-12,-2,0,8,-12,-5,25*,0.0
CCSCCOC(=O)C1=C(C)NC2=C(C(=O)CCC2)C1c1coc2ccccc2c1=O (stereo not drawn),-10,-6,3,8,-25,-3,0,0,2.6

compound,TAAR1 antag,OXTR potentiate,CHO-K1 Ca PAM,TAAR1 ag,CHO parental Ca,CHRM1 agonist,CHO-K1 Ca antag,M1 antag,M1 ag parental
Cn1cccc1C(=O)NCC1CCCCC1,-13,-1,-12,-1,-19,-2,0,0,-0.4
COc1cc(O)c(C(CCN2CCCC(C)C2)c2ccc3c(c2)OCO3)c(OC)c1 (stereo not drawn),20,-5,-3,3,-23,-8,-7,-6,2.2
COc1ccc(NC(=O)CSc2ccccc2)cc1S(=O)(=O)N1CCCCC1,-5,-14,16,8,-13,-6,-4,3,1.8
CN(C)CCCNc1ncnc2c1c(-c1ccccc1)cn2-c1ccccc1,8,-6,2,4,0,-11,-4,-1,0.6
CCOC(=O)C1CCCN(C(=O)c2cc3c(C)nc4ccccc4c3o2)C1 (stereo not drawn),13,-12,13,14,-22,-3,-5,3,8.8
O=C(CSc1nc2nn(-c3ccccc3)c(=O)c-2c2n1CCCCC2)c1ccc(OC(F)F)cc1,9,-3,-9,8,-11,-8,-13,17,0.6
O=c1c2ccccc2nc2ccc(NCc3cccs3)nn12,14,4,0,6,-3,-1,-4,-10,0.1
NC(=O)c1c(-c2ccc(Cl)cc2Cl)csc1NC(=O)Cc1ccccc1,35,-10,9,3,56*,-7,22,44*,11

compound,TAAR1 antag,OXTR potentiate,CHO-K1 Ca PAM,TAAR1 ag,CHO parental Ca,CHRM1 agonist,CHO-K1 Ca antag,M1 antag,M1 ag parental
CCOc1ccc2nc(Cl)c(CN(C(=O)c3cnccn3)C3CCCC3)cc2c1,-3,1,4,2,-12,-10,-8,-1,-0.1
CC(=O)OCC(=O)[C@@]1(O)CC[C@H]2[C@@H]3CCC4=CC(=O)C=C[C@]4(C)[C@H]3C(=O)C[C@@]21C,-11,-8,20,5,-10,-10,-7,-8,0.7
Cc1cnc(C(=O)Nc2ccc(S(=O)(=O)N(C(C)C)C(C)C)cc2)cn1,9,-7,-7,3,-3,-1,9,-12,0.7
Cc1ccc2cc(CNC(C)C)c(=O)[nH]c2c1,0,-10,16,0,-4,-3,-10,-5,0.3
Cc1ccc2c(c1)C(=O)CC(c1ccc3c(c1)OCCO3)O2 (stereo not drawn),12,-2,-4,2,-5,-4,2,-16,0.0
Cc1ccsc1/C=C1\SC(N2CC(C)OC(C)C2)=NC1=O (stereo not drawn),-16,-8,0,0,-17,-3,-7,-18,-0.2
CC(CN1CCC(n2nccc2NC(=O)CCCc2ccccc2)CC1)c1ccccc1 (stereo not drawn),-23,/,4,7,/,-4,-8,0,2.6
COC(=O)c1ccc(C23CC4(C2)[C@H](CN(Cc2cccnc2)[C@@H]4c2ccccc2)C3c2ccccc2)cc1 (stereo partly drawn),11,-8,13,11,-33,-7,-16,4,0.4

compound,TAAR1 antag,OXTR potentiate,CHO-K1 Ca PAM,TAAR1 ag,CHO parental Ca,CHRM1 agonist,CHO-K1 Ca antag,M1 antag,M1 ag parental
COc1ccc(S(=O)(=O)N(C)C[C@H]2Oc3ccc(NC(=O)CCC(F)(F)F)cc3C(=O)N([C@H](C)CO)C[C@@H]2C)cc1,-2,1,-7,1,-4,-8,-4,6,-0.5
O=C(NNS(=O)(=O)c1ccccc1)c1csc(-c2cccnc2)n1,-12,-3,-8,5,-11,-8,-4,-2,0.1
CCOC(=O)c1[nH]c2ccc(OC)cc2c1NC(=O)c1cccc(OC)c1,29,-1,19,13,-21,-2,-3,-3,1.6
Cc1cc(C)cc(C(O)c2ncc(-c3ccccc3C(F)(F)F)[nH]2)c1 (stereo not drawn),-2,/,1,6,/,-1,1,-10,0.3
COc1ccc2c(C)c(Cc3ccccc3)c(=O)oc2c1OC,13,-20,13,2,-16,-2,-7,3,3.4
CCc1ccc2c(c1)c1nnc(NN)nc1n2C,-57,1,13,-1,-26,-8,-9,-17,0.0
O=C(c1cccc(COc2ccc(Cl)cc2Cl)c1)N1CCN(c2ccccn2)CC1,13,-4,29,10,-33,-2,-27,4,3.3
CCC(CC)C(=O)NCc1ccc(Cl)cc1,-14,-2,3,1,-7,-2,-8,15,6.2

compound,TAAR1 antag,OXTR potentiate,CHO-K1 Ca PAM,TAAR1 ag,CHO parental Ca,CHRM1 agonist,CHO-K1 Ca antag,M1 antag,M1 ag parental
CN(c1nc(-c2ccc(Br)cc2)cs1)C1CCS(=O)(=O)C1 (stereo not drawn),6,-19,9,1,18,-6,-3,-1,3.1
CCOP(=O)(OCC)c1nc(-c2ccccc2)oc1N1CCCCC1,-30,5,8,1,-27,-7,0,12,5.8
CCC(C(=O)NCCN1CCN(C)CC1)n1c(C)c2cnn(-c3ccccc3)c(=O)c2c1C (stereo not drawn),3,-5,5,1,-11,-4,3,-12,-0.6
CCCN(c1ccccc1C(=O)O)S(=O)(=O)c1ccc2c(c1)n(C)c(=O)n2C,3,-15,-7,0,0,-3,-12,-6,0.3
O=[N+]([O-])c1ccc2nc(CCCc3nc4ccc([N+](=O)[O-])cc4[nH]3)[nH]c2c1,12,3,23,0,-13,-14,-6,-1,0.2
CCCNC(=O)COc1ccccc1[N+](=O)[O-],13,-6,18,1,-6,-11,-11,2,1.3
CCOc1cc(-c2ccc(N)c(OCC)c2)ccc1N,-2,-6,17,18,-17,-3,-8,-11,0.4
COc1nc(OC)nc(N2CCC(C(=O)NCc3cccs3)CC2)n1,4,-2,11,7,-17,-5,-2,-8,-0.5

compound,TAAR1 antag,OXTR potentiate,CHO-K1 Ca PAM,TAAR1 ag,CHO parental Ca,CHRM1 agonist,CHO-K1 Ca antag,M1 antag,M1 ag parental
Cc1ccc(C2(C)NC(=O)N(CC(=O)Nc3cc(S(=O)(=O)N(C)C)ccc3C)C2=O)cc1 (stereo not drawn),-11,-1,-4,2,-5,-3,14,-4,-0.2
O=C(COC(=O)CCN1C(=O)/C(=C\C=C\c2ccccc2)SC1=S)Nc1cc(F)ccc1F,-11,-18,-1,1,3,-6,-1,-10,0.4
C[C@H](CO)N1C[C@H](C)[C@@H](CN(C)Cc2ccc(Cl)c(Cl)c2)OCc2cnnn2CCCC1=O,11,/,-14,5,/,-10,9,-11,0.2
Cc1ccc(CN2CC(C(=O)Nc3ccc(F)c([N+](=O)[O-])c3)CC2=O)cc1 (stereo not drawn),20,-8,8,0,-11,-3,-9,-19,0.5
CCCCC[n+]1ccn(-c2nc3ccccc3nc2[N-]S(=O)(=O)c2ccc(C)cc2)c1,-11,-13,-6,3,-34,-1,17,-16,-0.6
CCN(CC)c1ccc(NC(=O)c2cnc3ccccn3c2=O)c(C)c1,8,-7,-12,9,-10,-5,10,-11,0.3
